Screens from PubChem BioAssay.
INS promoter inh = TRM-6 insulin promoter activity inhibition; inhibition, % at 2 µM; AID 1273; 130,000 compounds, 0.9% hits; TRM-6 cells (human fetal islet line), insulin promoter-eGFP reporter, imaging; reporter expression induced with tamoxifen;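 active = inhibition above the mean plus 3 SD, with well images judged a real hit on visual review, cut at about 60% in these data, passing the limit was not always enough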
sdo1 growth = sdo1-depleted yeast growth rescue | S. cerevisiae sdo1-depleted JHY4D growth rescue, OD600 30 h; active compounds read high; pdr5 snq2 efflux-pump mutant strain | z-score at 10 µM | 140,000 compounds, 0.21% hits;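 active = z-score above 3 at both the 24 hr and the 30 hr optical density reads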;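 note: z-score against mean and SD of all compound wells on the same plate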
sdo1 growth Rescue 24 h = further read-out of sdo1 growth, marked with its call; z-score; S. cerevisiae sdo1-depleted JHY4D growth rescue, OD600; measured here: growth rescue at 24 h;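 0 is the plate mean of compound wells and units are plate SD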
Active calls of the source: *. These rows are one share of the data (hit frequency here may not be typical).

For O=C(Nc1ccc(Cl)cc1)C(c1ccccc1)N(CCO)CCO (configuration not stated) the results were INS promoter inh 25, sdo1 growth -0.7 and sdo1 growth Rescue 24 h -1.1.
Screening CCOC(=O)c1sc(NC(=O)Cc2ccc(F)cc2)nc1C returned INS promoter inh 50.
For [O-]/[N+](=C\c1cccc(Br)c1)c1ccccc1 the results were INS promoter inh 41.
Screening CC(C)(C)c1ccc(C(=O)c2c[nH]c(C(=O)NCCCn3ccnc3)c2)cc1 returned INS promoter inh -47, sdo1 growth 0.3 and sdo1 growth Rescue 24 h -0.01.
`Cc1cc(-c2nnc(CCC(=O)NC(C)c3ccccc3Cl)o2)no1` (configuration not stated) gave INS promoter inh -100.
For N#CC1=C(N)Oc2n[nH]c(CSc3ccccc3)c2C12C(=O)Nc1ccccc12 (configuration not stated) the results were INS promoter inh 35, sdo1 growth 0.1 and sdo1 growth Rescue 24 h 0.08.
For COc1ccccc1CNC(=O)CCN1C(=O)COc2ccccc21 the results were INS promoter inh -92, sdo1 growth 0.56 and sdo1 growth Rescue 24 h -0.32.
For COC(=O)c1ccc(Cl)c(NC(=O)CN2CCN(Cc3ccccc3)CC2)c1 the results were INS promoter inh -59, sdo1 growth -0.79 and sdo1 growth Rescue 24 h -0.56.
Screening COc1ccccc1NS(=O)(=O)c1cccc(C(=O)N/N=C/c2ccc(N3CCOCC3)cc2)c1 returned INS promoter inh 25, sdo1 growth -0.46 and sdo1 growth Rescue 24 h -0.88.
Screening Cc1c(NC(=S)NC(=O)C2CCCCC2)c(=O)n(-c2ccccc2)n1C returned INS promoter inh -11, sdo1 growth 1.3 and sdo1 growth Rescue 24 h 0.85.
CCC(C)C(NC(=O)OC(C)(C)C)C(=O)NC(C(=O)N1CCCC1C(N)=O)C(C)CC (configuration not stated) was read as sdo1 growth 2.2 and sdo1 growth Rescue 24 h 2.5.
CCOC(=O)c1c(C)nc2c(c1-c1ccccc1)C(=O)CC(C)(C)C2 was read as INS promoter inh -7, sdo1 growth -0.91 and sdo1 growth Rescue 24 h 0.03.
Screening CCOC(=O)c1cnc(SCC(=O)Nc2cc(C(F)(F)F)ccc2N2CCOCC2)nc1N returned INS promoter inh 38, sdo1 growth 0.8 and sdo1 growth Rescue 24 h 2.9.
Screening NNC(=S)Nc1cc(S(=O)(=O)N2CCOCC2)ccc1N1CCOCC1 returned INS promoter inh -26.
For CCOC(=O)N1CCC(N2CC34C=CC(O3)C(C(=O)Nc3ccc(C)cc3)C4C2=O)CC1 (configuration not stated) the results were sdo1 growth -0.31 and sdo1 growth Rescue 24 h -1.1.
`COc1ccc(-c2nnc(-c3cc4ccccc4oc3=O)o2)cc1` gave INS promoter inh 17, sdo1 growth -1.4 and sdo1 growth Rescue 24 h -1.4.
Screening N#C/C(=C/c1ccc2c(c1)OCO2)C(=O)NCCc1c[nH]c2ccccc12 returned INS promoter inh 9, sdo1 growth -2.1 and sdo1 growth Rescue 24 h -1.4.
For O=C(O)CCCCCNc1nc(=S)[nH]c2ccccc12 the results were INS promoter inh 49, sdo1 growth -0.48 and sdo1 growth Rescue 24 h -0.24.
Cc1cc2c(=O)n(CC(=O)N3CCN(c4ccccc4)CC3)cnc2s1 was read as INS promoter inh -3, sdo1 growth 1.2 and sdo1 growth Rescue 24 h -0.04.
`Cc1[nH]nc(Nc2ccc(O)cc2)c1[N+](=O)[O-]` gave INS promoter inh -28.

The final 2 compounds of the part above are carried over, then new ones follow.
Cc1cc2c(=O)n(CC(=O)N3CCN(c4ccccc4)CC3)cnc2s1 was read as INS promoter inh -3, sdo1 growth 1.2 and sdo1 growth Rescue 24 h -0.04.
`Cc1[nH]nc(Nc2ccc(O)cc2)c1[N+](=O)[O-]` gave INS promoter inh -28.
CNS(=O)(=O)c1ccc(Cl)nc1 was read as INS promoter inh -8, sdo1 growth -0.42 and sdo1 growth Rescue 24 h -0.43.
`O=c1c(C(c2ccccc2)c2c(O)nc3n(c2=O)CCS3)c(O)nc2n1CCS2` gave INS promoter inh -29, sdo1 growth 0.22 and sdo1 growth Rescue 24 h -0.62.
CC(C)(C)C(=O)NCCN1CCN(C(=O)C(C)(C)C)CC1 was read as INS promoter inh 71, sdo1 growth 1.7 and sdo1 growth Rescue 24 h 2.1.
Screening CC(C)n1c(NCc2cc(Cl)ccc2O)nc2ccccc21 returned sdo1 growth -1.4 and sdo1 growth Rescue 24 h -1.1.
Screening Cc1cc(OCC(=O)Nc2ccc3c(c2)OCCO3)ccc1Cl returned INS promoter inh -13, sdo1 growth -0.55 and sdo1 growth Rescue 24 h -0.97.
For Cc1ccc(-n2c(SCC(=O)N3CCOCC3)nnc2-c2ccncc2)cc1 the results were INS promoter inh -69, sdo1 growth -0.12 and sdo1 growth Rescue 24 h -0.69.
Screening COc1ccccc1NC(=O)c1cccs1 returned sdo1 growth 0.58 and sdo1 growth Rescue 24 h -0.46.
For COc1ccc(NS(=O)(=O)c2ccc(N3CCCC3)c(NC(=S)Nc3cccc(C)c3C)c2)cc1 the results were INS promoter inh -22, sdo1 growth -1.1 and sdo1 growth Rescue 24 h -0.75.
`CCOC(=O)Nc1nnc(-c2ccc(OC)c(OC)c2)s1` gave sdo1 growth 0.04 and sdo1 growth Rescue 24 h 0.54.
`Cc1cc(C(F)(F)F)c2c(=O)[nH]c(=O)n(Cc3ccccc3)c2n1` gave INS promoter inh 24, sdo1 growth 0.21 and sdo1 growth Rescue 24 h -0.32.
For CC(C)(C)c1ccc(C(=O)NC(=S)Nn2cnnc2)cc1 the results were sdo1 growth 1.1 and sdo1 growth Rescue 24 h 0.06.
For O=C(O)C(Cc1ccccc1)n1cccc1 (configuration not stated) the results were sdo1 growth 0.35 and sdo1 growth Rescue 24 h 0.05.
Screening O=S(=O)(NCc1ccccc1Cl)c1cnc[nH]1 returned sdo1 growth 0.66 and sdo1 growth Rescue 24 h 0.47.
For COC(=O)C1C(=O)C2=C(CC1C)NC(C)=C(C(=O)OCCOc1ccccc1)C2c1ccc(C)o1 (configuration not stated) the results were INS promoter inh -8, sdo1 growth -0.68 and sdo1 growth Rescue 24 h -0.38.
COC(=O)C1=C(CN2CCSCC2)NC(=O)NC1c1cc(C)ccc1C (configuration not stated) was read as INS promoter inh -26, sdo1 growth -0.46 and sdo1 growth Rescue 24 h -0.46.
For C=CCSC(=C(C#N)C#N)c1cc2c([nH]1)CCCC2 the results were INS promoter inh -36, sdo1 growth -1.9 and sdo1 growth Rescue 24 h -1.7.
Screening CCOc1cc(CNC(C)C)c(Cl)cc1OCC(=O)NCCc1ccccc1 returned INS promoter inh 30, sdo1 growth -0.15 and sdo1 growth Rescue 24 h -0.4.
For CCOC(=O)CC1(C)OCC(C[N+]2(C)CCCCC2)O1 (configuration not stated) the results were INS promoter inh -7.
For COC(=O)[C@@]1(Cc2ccc(OC)cc2)[C@H]2c3cc(C(=O)N4CCCC4)n(CCO)c3C[C@H]2CN1C(=O)c1ccccc1 the results were INS promoter inh 36, sdo1 growth 0.77 and sdo1 growth Rescue 24 h 0.91.
For Cc1ccc(S(=O)(=O)N2CCC(=O)N(C(COCc3cccc(C(F)(F)F)c3)C(C)C)CC2)cc1 (configuration not stated) the results were INS promoter inh -140, sdo1 growth -0.71 and sdo1 growth Rescue 24 h -0.25.
For O=C(C(NS(=O)(=O)c1cccs1)c1ccccc1)N1CCN(c2ccccc2)CC1 (configuration not stated) the results were sdo1 growth -1.2 and sdo1 growth Rescue 24 h -1.3.
Screening N/C(Cc1ccccc1Sc1ccccc1)=N\O returned INS promoter inh -33, sdo1 growth 0.25 and sdo1 growth Rescue 24 h -0.12.
`O=C(CCc1ccccc1)NNC(=O)c1ccccc1C(=O)O` gave INS promoter inh -27, sdo1 growth 0.93 and sdo1 growth Rescue 24 h 0.12.
For N#Cc1ccc(CSc2nnc(-c3ccccn3)n2-c2ccc(Cl)cc2)cc1 the results were INS promoter inh -32, sdo1 growth -0.04 and sdo1 growth Rescue 24 h 0.36.
Cc1nc(SCCOc2ccc(F)cc2)c2ccccc2n1 was read as INS promoter inh -94.
`CCOc1ccccc1NC(=O)C1CCN(S(=O)(=O)c2c(C)nn(C)c2C)CC1` gave sdo1 growth 0.3 and sdo1 growth Rescue 24 h 0.
CCC(=O)c1cn(CC(=O)NCC2CCCO2)c2ccccc12 (configuration not stated) was read as INS promoter inh -4, sdo1 growth 0.6 and sdo1 growth Rescue 24 h 0.29.
CCOc1ccccc1OCCOCCOc1ccccc1[N+](=O)[O-] was read as INS promoter inh 33, sdo1 growth -0.75 and sdo1 growth Rescue 24 h -1.2.
`COc1cc(CNC2CCCC2)cc(Cl)c1OCc1ccccc1F` gave INS promoter inh -6, sdo1 growth -0.27 and sdo1 growth Rescue 24 h -0.09.
Screening Cc1ccc2cc(C#N)c(SCC(=O)N3CCCc4ccccc43)nc2c1 returned INS promoter inh -19, sdo1 growth -0.95 and sdo1 growth Rescue 24 h 0.
CCCCn1c(=N)n(CC(=O)C(C)(C)C)c2ccccc21 was read as sdo1 growth -0.01 and sdo1 growth Rescue 24 h 0.51.
CCc1ccccc1N(C1=NCCCS1)S(=O)(=O)c1ccc(C(C)(C)C)cc1 was read as INS promoter inh -8, sdo1 growth -0.16 and sdo1 growth Rescue 24 h 0.76.
O=C(Cn1cnc2ccccc21)OCC(=O)N1CCCc2ccccc21 was read as INS promoter inh 30, sdo1 growth -0.47 and sdo1 growth Rescue 24 h -0.51.
For COC(=O)c1ccccc1NC(=O)COc1ccc(S(=O)(=O)N2CCCC2)cc1C the results were INS promoter inh -10, sdo1 growth 1.1 and sdo1 growth Rescue 24 h 3.1.
COc1cccc(Nc2ncccc2C(=O)NCc2ccccc2)c1 was read as INS promoter inh -134, sdo1 growth -0.76 and sdo1 growth Rescue 24 h -0.45.
`O=C(c1cc([N+](=O)[O-])ccc1Cl)N1CCN(c2ccccn2)CC1` gave INS promoter inh 35.
Screening O=C(CS(=O)(=O)c1cn(Cc2ccc(Cl)cc2)c2ccccc12)N1CCCCC1 returned sdo1 growth -0.77 and sdo1 growth Rescue 24 h -0.27.
`Cc1[nH]n(-c2ccccc2)c(=O)c1N=Nc1ccccc1C(=O)N1CCOCC1` gave INS promoter inh -71, sdo1 growth -0.73 and sdo1 growth Rescue 24 h 0.
For COC(=O)c1ccc(C(=O)OC)nc1 the results were INS promoter inh -64, sdo1 growth 1.3 and sdo1 growth Rescue 24 h 1.3.
Cc1ccc(NC(=O)CCc2ccc(S(=O)(=O)NC3CCCCC3)cc2)cc1 was read as INS promoter inh 18, sdo1 growth -1.4 and sdo1 growth Rescue 24 h -1.7.

The list goes on; the last 5 above are carried over.
`O=C(c1cc([N+](=O)[O-])ccc1Cl)N1CCN(c2ccccn2)CC1` gave INS promoter inh 35.
Screening O=C(CS(=O)(=O)c1cn(Cc2ccc(Cl)cc2)c2ccccc12)N1CCCCC1 returned sdo1 growth -0.77 and sdo1 growth Rescue 24 h -0.27.
`Cc1[nH]n(-c2ccccc2)c(=O)c1N=Nc1ccccc1C(=O)N1CCOCC1` gave INS promoter inh -71, sdo1 growth -0.73 and sdo1 growth Rescue 24 h 0.
For COC(=O)c1ccc(C(=O)OC)nc1 the results were INS promoter inh -64, sdo1 growth 1.3 and sdo1 growth Rescue 24 h 1.3.
Cc1ccc(NC(=O)CCc2ccc(S(=O)(=O)NC3CCCCC3)cc2)cc1 was read as INS promoter inh 18, sdo1 growth -1.4 and sdo1 growth Rescue 24 h -1.7.
Screening O=C(NN=C1CCCC1)c1n[nH]c2c1CCCC2 returned INS promoter inh -44.
For O=C(c1ccccc1C(=O)N(c1ccccc1)c1ccccc1)N1CCCCC1 the results were INS promoter inh -38, sdo1 growth 1.4 and sdo1 growth Rescue 24 h 1.6.
`CC(=O)Nc1ccc(N(C(=O)CNC(=O)c2cccs2)C(C(=O)NC(C)(C)C)c2ccccc2)cc1` (configuration not stated) gave INS promoter inh -5.
Screening COc1ccc(N2C(=O)C3CCCN3C2c2cccc(OC)c2OC)cc1 (configuration not stated) returned sdo1 growth -0.2 and sdo1 growth Rescue 24 h -0.99.
`Cc1ccc(-n2ncc3c(=O)n(Cc4cccnc4)cnc32)cc1` gave sdo1 growth 0.03 and sdo1 growth Rescue 24 h -0.06.
For CN1C(=O)CS(=O)c2ccc(C(=O)NC3CC3)cc21 (configuration not stated) the results were sdo1 growth 0.52 and sdo1 growth Rescue 24 h 0.74.

5 entries out of the list, ordered by count of non-hydrogen atoms, largest number first:
`CC(=O)Nc1ccc(N(C(=O)CNC(=O)c2cccs2)C(C(=O)NC(C)(C)C)c2ccccc2)cc1` (configuration not stated) gave INS promoter inh -5.
Screening COc1ccc(N2C(=O)C3CCCN3C2c2cccc(OC)c2OC)cc1 (configuration not stated) returned sdo1 growth -0.2 and sdo1 growth Rescue 24 h -0.99.
For CN1C(=O)CS(=O)c2ccc(C(=O)NC3CC3)cc21 (configuration not stated) the results were sdo1 growth 0.52 and sdo1 growth Rescue 24 h 0.74.
Screening O=C(NN=C1CCCC1)c1n[nH]c2c1CCCC2 returned INS promoter inh -44.
For COC(=O)c1ccc(C(=O)OC)nc1 the results were INS promoter inh -64, sdo1 growth 1.3 and sdo1 growth Rescue 24 h 1.3.
